Shiga inhibitor: inhibitors of Shiga toxin in Vero cells; Vero cells, Shiga toxin protein synthesis inhibition reporter; inhibition, % at 38.7 µM; 9.2% of 290,000 active; AID 2315; in the data active = inhibition mostly above about 28%, no sharp cut-off; inactive = mostly below about 43%; note: 0% is about no effect
Giardia FBPA inh: inhibitors of Giardia lamblia fructose-1,6-bisphosphate aldolase. A8B2U2. purified Giardia FBPA. Potency, µM (series often up to 59.6 µM), without a hit: at the highest dose activity, negative = inhibition, usual class: inhibitors. 0.71% of 290,000 active. AID 2451; note: potency is the fitted concentration of half-maximal effect; % is set by controls: 0 for no effect and ±100 for the full control effect; nearly all actives have a fitted effect of over 55% in size
Target sequence (A8B2U2 whole entry, looked up): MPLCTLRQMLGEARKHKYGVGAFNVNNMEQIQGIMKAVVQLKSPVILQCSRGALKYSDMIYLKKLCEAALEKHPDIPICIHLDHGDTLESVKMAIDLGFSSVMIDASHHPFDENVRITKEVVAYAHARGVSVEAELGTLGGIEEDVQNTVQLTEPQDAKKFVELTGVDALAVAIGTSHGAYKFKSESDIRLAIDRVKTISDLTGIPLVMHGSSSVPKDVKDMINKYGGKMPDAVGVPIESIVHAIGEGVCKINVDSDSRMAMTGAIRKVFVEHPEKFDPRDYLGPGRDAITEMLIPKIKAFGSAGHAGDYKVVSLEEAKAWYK
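40 nM FBPA preincubated 10 min at RT with compound (up to 57.5 uM final), then substrate plus GAPDH/TPI/NAD/arsenate coupling and diaphorase/resazurin added. Fluorescence read after 20 min at RT, 525/598 nm.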
Pf growth 48h: inhibits P. falciparum growth in the first generation, 48 h | AID 504832 | 5.9% of 310,000 active | Potency, µM (top dose mostly 28.7 µM), inactives show at the top dose activity change, negative = inhibition, hits mostly inhibitors | P. falciparum luciferase growth in erythrocytes, 48 h; note: potency is the fitted concentration of half-maximal effect; % is set by controls: 0 for no effect and ±100 for the full control effect
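Here the parasites carry a stable luciferase gene and grow inside erythrocytes in Albumax-based RPMI medium with compound for one erythrocytic cycle. Activity is scored as loss of luminescent signal.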
CHX counter: affects cycloheximide protein synthesis inhibition readout, counter-screen; cell reporter, cycloheximide protein synthesis inhibition counterscreen; max response, %; 12% of 300,000 active; in the data active = max response mostly above about 13%, no sharp cut-off; inactive = mostly below about 14%; note: read at 38.3 µM for the half of the compounds with a filed dose; 0% is about no effect
Pf growth 96h: inhibits malaria parasite growth, 96 h | P. falciparum luciferase reporter growth, 96 h | Potency, µM (highest dose often 28.7 µM), for the others: top-dose activity change, negative = inhibition, usual class: inhibitors | 6.9% of 320,000 active; note: potency is the fitted concentration of half-maximal effect; % is set by controls: 0 for no effect and ±100 for the full control effect
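Luminescence readout: decreased luciferase signal marks inhibited growth of reporter-expressing P. falciparum in infected red cells (2% hematocrit, 0.05% parasitemia final), exposed to compound two generations (96 h, 37 C, 5% CO2).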
Sm TGR block: S. mansoni TGR enzyme inhibition. Q962Y6. Potency, µM (doses to about 114 µM), for the others: at the highest dose activity change, negative = inhibition, hits mostly inhibitors. AID 485364. 3% of 360,000 active. purified TGR, DTNB reduction, TNB absorbance 405 nm; note: potency is the fitted concentration of half-maximal effect; % is set by controls: 0 for no effect and ±100 for the full control effect; nearly all actives have a fitted effect of over 60% in size
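Kinetic colorimetric format: TGR-catalysed, NADPH-driven DTNB reduction monitored via TNB absorbance. Enzyme dispensed at 20 nM; compound exposure 15 min at room temperature before reaction start.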
* marks the source's active call; other numbers are inactive results; i = inactive; ? = inconclusive; · = no result given; & = joins results of further samples; [ ] = another dose, or the depositor's remark. Unless noted, calls come from the whole dose curve; as a rule, active = well fitted curve in the direction sought with a large enough effect; inconclusive = small, poorly fitted or top-dose-only effect, or another doubt; inactive = no such curve, though single readings can be large; an effect the other way counts as inactive or inconclusive.

item	structure	Pf growth 48h	Sm TGR block	CHX counter
1	COc1ccc(C(=S)N2CCOCC2)cc1OC(=O)c1cccc([N+](=O)[O-])c1	-23.5%	9.9%	-3.2
2	COc1ccc(C2C(C(C)=O)=C(O)C(=O)N2c2ccccn2)cc1 (stereo not drawn)	4.9%	-7.3%	-2.7
3	CCC1=NN2C(=N)/C(=C/c3cc(C)n(Cc4ccccc4)c3C)C(=O)N=C2S1	26.9%	2.8%	-1.7
4	COc1ccc(NC(=O)NCc2ccccn2)cc1OC	-10.7%	0.4%	0.5
5	O=C(O)/C=C/C(=O)Nc1ccc(Cl)cc1C(=O)c1ccccc1	?	22.4µM*	-1.3
6	CCCN(CCC)C(=O)CCSCCC(=O)N(CCC)CCC	14.1%	-2.4%	-1.1
7	COc1ccc(N2CCN(S(=O)(=O)CCNC(=O)c3ccc(Br)o3)CC2)cc1	7.2%	3.0%	7.6
8	NS(=O)(=O)c1ccc(CNC(=O)C(Cc2ccccc2)NS(=O)(=O)c2ccccc2F)cc1 (stereo not drawn)	48.9%[activator]	10.2%	-0.8
9	CC(OC(=O)c1ccccc1NCCO)C(=O)NC1CCCCC1C (stereo not drawn)	?	0.0%	·
10	O=C(CN1C(=O)C2CCCCC2C1=O)N1CCN(c2ccc(F)cc2)CC1 (stereo not drawn)	17.8%	7.6%	1.2
11	N#CCSc1nc(-c2ccccc2)c2cc(Cl)ccc2n1	-7.6%	-0.2%	0.7
12	Cc1cc(N=Cc2c(O)ccc3ccccc23)no1	-3.4%	?	6.6

item	Pf growth 96h	Giardia FBPA inh	Shiga inhibitor
1	19.5%	2.1%	-8.3
2	10.4%	-10.9%	1.4
3	36.3%[activator]	26.8%	-4.3
4	2.9%[5.75 µM]	-4.9%	12.3
5	?	23.3%	3.3
6	-8.3%	0.4%	-2.4
7	?	-0.9%	-6.5
8	21.9%	5.1%	-9.3
9	-14.1%	·	·
10	?	0.1%	-10.0
11	15.2%	4.4%	-11.0
12	?	?	15.1

The list continues:
item	structure	Pf growth 48h	Sm TGR block	CHX counter
13	COc1ccc(OC)c(C2NC(=O)NC(C)=C2C(=O)Nc2ccc(C)cc2)c1 (stereo not drawn)	24.6%	0.0%	-1.1
14	c1ccc(-c2cnc(CN3CCN(c4ccccc4)CC3)o2)cc1	44.5%[activator]	11.8%	7.7
15	N#C/C(=C\c1ccc(N2CCOCC2)o1)C(=O)NCCc1ccccc1	?	·	18.2
16	C[C@H](NC(=O)C1CC(=O)N(c2ccc3c(c2)OCCO3)C1)C(=O)N1CCC(C(=O)O)CC1 (stereo partly drawn)	-18.3%	2.8%	7.2
17	COc1ccc(-n2c(C)nn(CCOc3ccccc3)c2=O)cc1	64.1%[activator]	-6.4%	28.5*
18	CCOC(=O)CSc1nnc(CNC(=O)c2ccc(S(=O)(=O)N(C)C)cc2)n1C	-10.7%	-2.4%	-2.4
19	Cc1ccc(OCC(O)CN2CCN(c3ccccc3)CC2)cc1 (stereo not drawn)	5.7%	4.3%	-3.6
20	Cc1ccccc1Nc1cc(C(=O)NCC2CCCO2)c2ccccc2n1 (stereo not drawn)	?	5.1%	0.9
21	CC1=Nc2ccccc2/C1=C\c1nc(-c2ccccc2)oc1O	·	?	0.4
22	COc1ccc(-c2nc(CN3CCCC(C(=O)NC4CCCC4)C3)c(C)o2)cc1 (stereo not drawn)	·	3.2%	1.7
23	COc1cc(C2CC(=O)NC(SCC(=O)Nc3ccccc3C)=C2C#N)ccc1O (stereo not drawn)	6.4%	-34.3%	-1.6
24	Cc1ccc(NC(=O)CN2C(=O)c3ccccc3C2=O)nc1	15.5%	·	-4.0

item	Pf growth 96h	Giardia FBPA inh	Shiga inhibitor
13	8.0%	0.2%	-7.9
14	32.0%[activator]	3.8%	-3.9
15	i	-4.2%	15.7
16	-9.5%	·	-10.9
17	115.7%[activator]	2.8%	57.9*
18	35.2%[activator]	5.3%	-3.3
19	-8.8%	-0.2%	28.7
20	?	0.7%	9.4
21	-16.1%	-1.8%	-7.0
22	?	5.5%	0.0
23	57.0%[activator]	-12.5%	-50.3
24	?	-0.6%	-7.6

(cont.)
item	structure	Pf growth 48h	Sm TGR block	CHX counter
25	CC1(C)CC2(CC(c3ccccc3F)c3cc(Cl)c(O)cc3O2)NC(=S)N1 (stereo not drawn)	?	4.5%	-6.8
26	Cc1cc(OCC(=O)N2C[C@H]3C[C@@H](C2)c2cccc(=O)n2C3)c2c(C)cc(=O)oc2c1	-16.7%	-7.1%	-1.4
27	CC(C)CNC(=O)CC(=O)N/N=C/c1cccs1	12.9%	-22.7%	-3.2
28	O=C(NCc1cccnc1)C1CC(=O)N(C2CCCCC2)C1 (stereo not drawn)	-7.7%	0.2%	-1.9
29	C=CCn1c(C)cc(-c2csc(NC(=O)CCc3nc4ccccc4c(=O)[nH]3)n2)c1C	?	-8.8%	·
30	C[C@H](NC(=O)[C@H]1N2C(=O)c3ccccc3C2SC1(C)C)C(=O)N1CCC[C@H]1C(=O)O (stereo partly drawn)	?	1.3%	-3.2
31	C=CCn1c(CCCNC(=O)CCC)nc2ccccc21	-5.0%	-15.7%	0.5
32	CCC(=O)N1CCN(c2ccccc2NC(=O)Cc2ccccc2)CC1	10.4µM*	-12.9%	14.4
33	O=C(c1ccc2ccccc2n1)N1CCN(Cc2c(F)cccc2Cl)CC1	5.3%	-0.8%	-4.1
34	Cc1cc(/C=C2\SC(=S)N(C)C2=O)c(C)n1-c1cccc(O)c1	-30.7%	-19.1%	58.8*
35	Nc1cc(-c2ccco2)no1	-7.8%	28.2µM*	15.9
36	CCCCN(CC)C(=O)C1CCC(CNS(=O)(=O)c2cccc3nsnc23)CC1 (stereo not drawn)	-12.1%	-1.3%&-3.2%	-9.9

item	Pf growth 96h	Giardia FBPA inh	Shiga inhibitor
25	?	4.3%	-20.3
26	54.0%[activator]	10.0%	24.1
27	0.3%	5.8%	2.8
28	23.3%	4.4%	-9.1
29	-2.8%	·	·
30	?	?	-5.0
31	57.7%[activator]	1.2%	0.8
32	-2.0%	-11.2%	42.2
33	0.6%	7.3%	4.9
34	1.5%	-17.6%	107.5*
35	?	?	42.0
36	?	·	-2.5

Looked up above:
CC1(C)CC2(CC(c3ccccc3F)c3cc(Cl)c(O)cc3O2)NC(=S)N1 (stereo not drawn) in Giardia FBPA inh is listed with 4.3%
C=CCn1c(CCCNC(=O)CCC)nc2ccccc21 in Sm TGR block is listed with -15.7%

Remaining list, next part.
item	structure	Pf growth 48h	Sm TGR block	CHX counter
37	CN1CCN(c2cc(=O)n(Cc3ccc(F)cc3)c(=O)[nH]2)CC1	21.7%	?	-2.0
38	COC1=C/C(=C/c2c(N)n3nc(CC(=O)N4CCCC4)sc3nc2=O)C=CC1=O	2.7%	-22.0%	-0.3
39	COc1ccc(CC(=O)Nc2c3c(nn2C(C)(C)C)CS(=O)C3)cc1 (stereo not drawn)	·	-10.7%	-1.6
40	O=C(Nc1nnc(-c2ccc(Cl)cc2)o1)C1CCCCC1	?	4.3%	-1.6
41	CN1/C(=C/C(=O)c2ccc(Cl)cc2)Sc2cc3c(cc21)OCO3	121.3%[activator]	8.6%	40.5*
42	COc1ccc(NC(=O)NN2CCN(C)CC2)cc1	5.6%	0.0%	-2.4
43	Cc1ccc(NC(=O)CSc2nc3ccccc3nc2N2CCOCC2)c(C)c1	-25.3%	6.2%	-1.9
44	Cc1ccc(S(=O)(=O)N2CCOCC2)cc1NC(=O)COC(=O)Cc1cccs1	3.3%	-11.2%	·
45	Cn1c(=O)c2c(nc(NCCc3ccccc3)n2CC(=O)NCCc2ccccc2)n(C)c1=O	-10.2%	1.7%	-1.5
46	COC(=O)C1C(c2ccc(N(C)C)cc2)C(C(=O)OC)S(=O)(=O)CS1(=O)=O (stereo not drawn)	0.8%	-21.7%	-5.2
47	CCOC(=O)c1c(C)c(C(=O)O)n(C)c1C	10.4%	3.7%	-8.6
48	COc1ccc(OCC(O)CN2CCCCCC2)cc1 (stereo not drawn)	-7.8%	2.9%	-1.8

item	Pf growth 96h	Giardia FBPA inh	Shiga inhibitor
37	0.0%	-6.3%	-6.1
38	22.7%	?	-6.1
39	0.8%	-0.1%	-4.6
40	-88.6%	1.5%	-8.4
41	9.4%	-8.8%	67.6*
42	2.6%	5.2%	5.6
43	?	-0.3%	3.8
44	?	·	·
45	13.1µM*	-4.1%	1.5
46	-22.8%	2.4%	12.7
47	?	-6.8%	-14.9
48	?	-9.3%	-4.7

Full records, looked up by structure.
`Cc1ccc(NC(=O)CSc2nc3ccccc3nc2N2CCOCC2)c(C)c1` in the list: Pf growth 48h: -25.3%; Sm TGR block: 6.2%; CHX counter: -1.9; Pf growth 96h: ?; Giardia FBPA inh: -0.3%; Shiga inhibitor: 3.8
`Cc1ccc(OCC(O)CN2CCN(c3ccccc3)CC2)cc1` (stereo not drawn) in the list: Pf growth 48h: 5.7%; Sm TGR block: 4.3%; CHX counter: -3.6; Pf growth 96h: -8.8%; Giardia FBPA inh: -0.2%; Shiga inhibitor: 28.7

Carrying on:
item	structure	Pf growth 48h	Sm TGR block	CHX counter
49	Cc1ccc(C)c(Cn2nc(-c3ccccc3)ccc2=O)c1	-16.8%	?	-1.6
50	COc1ccc(S(=O)(=O)N2CCCC2CNC(=O)C(=O)NCc2cccs2)cc1 (stereo not drawn)	?	-12.7%	·
51	C=CCN(C#N)c1nc(OC)nc(N2CCCC2)n1	?	-21.7%	1.6
52	COc1ccc(/C=N/N=C2/C(=O)Nc3ccccc32)cc1O	6.3%	-1.0%	11.7
53	COc1ccccc1C(=O)NNC(=O)c1ccccc1F	192.0%[activator]	8.8%	47.2*
54	Cc1nn(CC(=O)Nc2ccc(Cl)cc2)c(=O)c2cc(-c3ccccc3)nn12	29.9%	-7.6%	-8.9
55	CC(C)C[C@H](NC(=O)c1nc[nH]c1C(=O)N(C)Cc1ccccc1)C(=O)OCc1ccccc1	?	10.2%	-1.5
56	O=S(=O)(c1ccc(F)cc1)N1CCC2(CC1)OCCN2S(=O)(=O)c1cccs1	-26.9%	3.6%	·
57	Cc1ccc2c(cnn2C(=O)CCC(=O)NC2CCCC2)c1	7.7%	-6.9%	1.3
58	CCCCn1c(N)c(N(CC(C)C)C(=O)C2CC(=O)N(Cc3ccco3)C2)c(=O)[nH]c1=O (stereo not drawn)	26.4%	-2.4%	3.6
59	COc1ccc(C)cc1NC(=O)C(OC(=O)Cn1cnc2c1c(=O)n(C)c(=O)n2C)c1ccccc1 (stereo not drawn)	12.9%	-0.7%	·
60	CCC(C)(C(=O)NC1CCCC1)N(C(=O)c1ccccn1)c1ccc(C)cc1 (stereo not drawn)	·	-11.7%	-2.3
61	Cc1noc(NS(=O)(=O)c2ccc(N/C=C/C(=O)c3ccncc3)cc2)c1C	1.3%	-2.4%	16.4
62	Cc1cc2ccccc2c(=O)n1CC(=O)NCC(=O)N1CCN(c2ccccc2)CC1	33.9%[activator]	3.9%	0.9

item	Pf growth 96h	Giardia FBPA inh	Shiga inhibitor
49	5.3%	-3.0%	-4.8
50	?	·	·
51	53.9%[activator]	-1.3%	-18.7
52	45.5%[activator]	0.0%	3.2
53	-7.0%	0.7%	57.8*
54	?	·	-4.6
55	?	?	-1.3
56	?	·	·
57	-8.2%	6.1%	2.0
58	?	·	7.4
59	14.1%	·	·
60	?	6.4%	-2.0
61	·	8.8%	58.6
62	0.0%	2.9%	-1.5

From PubChem
